# Compound activity from PubChem.
# SIAH1 antagonists – blockers of Siah-1 interaction with plectin peptide – biochemical, fluorescence polarization, rhodamine-plectin, uHTS, primary screen (AID 1817). Siah-1 / rhodamine-plectin peptide fluorescence polarization; higher % means a stronger effect. one-dose displacement, % at 20 µM; IC50 in µM for titrated hits. 290,000 compounds, 0.02% hits;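 active = displacement of at least 50% at 20 µM, with a fluorescence ratio check between 0.3 and a set limit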;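 also: plate controls were Siah plus tracer with DMSO for no effect and tracer alone without Siah for full effect; strong numbers were not always called active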
# PhoP inhibition – inhibitors of PhoP regulon expression, primary screen, Salmonella Typhimurium, GFP reporter (AID 1863). S. Typhimurium PhoP-regulated promoter GFP reporter, 4 h; higher % means a stronger effect. inhibition, % at 50 µM, or IC50 in µM where a hit was titrated. 300,000 compounds, 0.16% hits;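 active = inhibition over 29.93%, a cutoff 3 SD above the screen mean, later confirmed by dose response; inconclusive = inhibition over 29.93% but no dose response follow-up; inactive = inhibition at most 29.93% or unconfirmed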;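 also: 0% = low Mg2+ inducing control and 100% = high Mg2+ repressing control; strong numbers were not always called active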
# NTR1 agonist – agonists of NTR1, primary screen, imaging, U2OS cells, beta-arrestin-GFP, high content (AID 493036); 330,000 compounds, 0.17% hits; NTR1-U2OS beta-arrestin-GFP spot imaging, agonist mode; activation, % at 20 µM; P30989;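 active = activation at or above 40% of the spot to cytoplasm intensity ratio, with at least 20 cells analyzed; inconclusive = wells under 20 cells, flagged as cytotoxic or low count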;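 also: 0% = DMSO without peptide and 100% = 100 nM NTR1 peptide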
# Target sequence (P30989 whole entry, looked up): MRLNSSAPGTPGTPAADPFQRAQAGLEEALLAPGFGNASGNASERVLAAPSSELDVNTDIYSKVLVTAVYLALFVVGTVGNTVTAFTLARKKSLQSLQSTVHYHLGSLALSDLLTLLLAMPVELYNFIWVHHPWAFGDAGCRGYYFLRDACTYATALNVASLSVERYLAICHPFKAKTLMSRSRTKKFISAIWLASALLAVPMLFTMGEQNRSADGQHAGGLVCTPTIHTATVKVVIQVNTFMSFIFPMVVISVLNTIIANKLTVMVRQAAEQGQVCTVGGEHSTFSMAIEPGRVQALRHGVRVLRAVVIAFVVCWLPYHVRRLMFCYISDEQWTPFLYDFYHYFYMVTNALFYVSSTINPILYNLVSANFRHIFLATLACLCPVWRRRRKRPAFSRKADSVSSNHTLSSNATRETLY
# LYP inhibition – PTPN22 lymphoid phosphatase activity blockers – biochemical, fluorescence intensity, uHTS (AID 1779); recombinant LYP phosphatase, fluorescence intensity; higher % means a stronger effect; one-dose inhibition, % at 11.5 µM; IC50 in µM for titrated hits; 290,000 compounds, 0.054% hits; in the data active = inhibition above about 50%;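 also: plate controls were vehicle with enzyme for no effect and no enzyme for full effect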
# GPR35 arrestin U2OS – inhibition of zaprinast-stimulated GPR35 beta-arrestin translocation – imaging, U2OS, beta-arrestin-GFP, zaprinast agonist, primary screen (AID 2058). U2OS GPR35 beta-arrestin-GFP translocation imaging, zaprinast antagonism; higher % means a stronger effect. inhibition, % at 10 µM; hits with a dose series show IC50 in µM. 290,000 compounds, 0.052% hits;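 active = inhibition of at least 50% with at least 30 cells and total cytoplasm GFP at most 10,000,000; inconclusive = under 30 cells or total GFP of 10,000,000 plus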
# HIV peptide binding – cell-free HIV fusion peptide-binding blockers – biochemical, uHTS, fluorescence dequenching, primary screen (AID 1986); cell-free peptide binding, fluorescence dequenching, 30 min; higher % means a stronger effect; inhibition, % at 20 µM; hits with a dose series show IC50 in µM; 290,000 compounds, 0.3% hits; in the data active = inhibition mostly above about 52%, no sharp cut-off; inactive = mostly below about 76%; also: some results filed as inactive read as strong as hits
# MgcRacGAP inhibition – MgcRacGAP GTPase-activating activity inhibitors, confirmation, biochemical, ADP Hunter fluorescence | MgcRacGAP-stimulated Rac1 GTP hydrolysis, ADP Hunter fluorescence; higher % means a stronger effect; GST-tagged Rac1 F28L mutant substrate | inhibition, % at 30 µM; hits with a dose series show IC50 in µM | 340,000 compounds, 0.6% hits | AID 624330;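 active = first-screen hits whose inhibition reached a set limit at any dose in the follow-up dose series; inconclusive = inhibition above the set first-screen limit but never retested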;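 also: fluorescence reports GDP produced by GAP-driven GTP hydrolysis; strong numbers were not always called active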
# Myeloid diff 2 – compounds promoting myeloid differentiation; ER-HoxA9 myeloid progenitors, lysozyme-GFP differentiation, flow cytometry; calls only at 10 µM; 360,000 compounds, 1% hits;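 active = normalized GFP-positive differentiation at or above the plate's own cutoff, the solvent-only control mean plus 3 SD; inconclusive = no clear call, values can overlap the other calls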;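 also: cells exposed to compound for four days before flow analysis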
# GPR55 LPI antagonism – GPR55 antagonists blocking LPI-driven arrestin recruitment, primary screen, imaging, U2OS, beta-arrestin-GFP, LPI agonist (AID 2013); U2OS GPR55 beta-arrestin-GFP translocation imaging, LPI antagonism; higher % means a stronger effect; one-dose inhibition, % at 10 µM; IC50 in µM for titrated hits; 290,000 compounds, 0.13% hits;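 active = spots per cell inhibited over 60%, with over 100 cells counted and total cytoplasm intensity under 500,000; inconclusive = wells with under 100 cells, flagged as likely toxic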;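 also: U2OS cells stably carrying GPR55 and arrestin-GFP stimulated by 5 µM LPI near EC80; imaged beta-arrestin-GFP aggregate spots per cell after agonist stimulation; plate controls were LPI-stimulated DMSO wells for no effect and DMSO wells without LPI for full effect; some results filed as inactive read as strong as hits; confirmed hits need IC50 under 10 µM and bright autofluorescent wells are also inconclusive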
# NTR1 agonist cell count 20 µM – also measured in NTR1 agonist; calls as there; cell count; measured here: cell count, cytotoxicity flag
# Myeloid diff 2 GFP+ MAC1+ % – recorded beside Myeloid diff 2, whose call it bears; GFP+ MAC1+ double positive, %; measured here: differentiation confirmed by MAC1 staining
# Starred values were filed as active, the others as inactive; i = inactive; u = inconclusive; x = no result given.
SMILES,SIAH1 antagonists,PhoP inhibition,NTR1 agonist,NTR1 agonist cell count 20 µM,LYP inhibition,GPR35 arrestin U2OS,HIV peptide binding,MgcRacGAP inhibition,Myeloid diff 2,Myeloid diff 2 GFP+ MAC1+ %,GPR55 LPI antagonism
COc1cccc(NC(=O)CSc2ccc(-c3ccco3)nn2)c1,6%,-6%,1.0,66,-5%,1%,-1.1%,14%,i,0.7,11%
CCOc1ccc2ccccc2c1CNc1nnnn1C,5%,-2%,-0.5,94,-8%,-1%,-0.7%,12%,i,0.6,-2%
CCCSc1nc(N2CCCC2)c2c(c1C#N)CC(C)(C)OC2,1%,17%,7.9,81,6%,4%,-0.6%,6%,i,1.5,15%
CCc1cc2c(=O)c(-c3ccc(F)cc3)c(C)oc2cc1OCC(=O)O,-4%,0%,-0.7,79,-5%,0%,-1.4%,2%,i,0.3,-3%
O=C(Nc1cccnc1N1CCOCC1)c1cccs1,-7%,0%,-1.5,49,-6%,28%,-1.2%,10%,i,0.6,0%
Cc1ccccc1C(=O)N1CCN(c2ccc(NC(=O)c3ccccc3[N+](=O)[O-])cc2)CC1,1%,8%,0.1,48,-4%,3%,2.8%,3%,i,0.7,17%
COCCNC(=O)CN(Cc1ccc(Cl)cc1)S(C)(=O)=O,-1%,-6%,1.1,59,-2%,-14%,2.1%,-2%,i,0.6,1%
CCOc1c2ccc(C(=O)NCc3ccc4c(c3)OCO4)cc2nn1CCOC,-6%,6%,0.2,93,-4%,4%,-3.9%,9%,i,1.1,11%
O=C(CS(=O)(=O)c1cn(CC(=O)N2CCCC2)c2ccccc12)Nc1ccccc1,-1%,-4%,-0.7,77,-1%,4%,0.5%,10%,i,0.7,13%
O=C(CS(=O)(=O)Cc1ccccc1)Nc1ccc(Cl)cn1,22%,9%,0.7,100,4%,-20%,1.9%,3%,i,0.7,6%
COC(=O)[C@@H](NC(=O)N1CCN(c2cccc(C(F)(F)F)c2)CC1)C(C)C,3%,3%,-0.2,36,0%,0%,-2.4%,7%,i,1.0,17%
CN1CCN(CC(=O)Nc2ccc([N+](=O)[O-])cc2Br)CC1,0%,-3%,-1.0,23,-3%,-9%,0.1%,5%,i,0.7,19%
CC(C)CCN1C(=O)c2ccc(C(=O)NCc3ccco3)cc2C1=O,6%,1%,0.8,55,-12%,-4%,0.4%,10%,i,1.2,10%
CSc1ncc(Cl)c(C(=O)Nc2nnc(SC)s2)n1,0%,-7%,1.4,56,-3%,6%,1.7%,6%,i,0.9,-6%
COc1ccc(N2CCN(C(=O)CN3C(=O)NC4(CCCc5ccccc54)C3=O)CC2)cc1 (centres undefined),x,-5%,-1.2,62,x,x,x,19%,i,1.0,x
Cc1ccc(C(=O)Oc2ccc(N3C(=O)CCC3=O)c(C)c2)cc1,6%,-13%,1.7,46,-1%,-23%,-1.1%,10%,i,0.7,15%
Cc1ccc(OC(C)C(=O)Nc2ccc(S(=O)(=O)Nc3cc(C)on3)cc2)cc1 (centres undefined),1%,3%,0.4,55,-5%,15%,-0.5%,2%,i,0.5,10%
COc1cccc(CNC(=S)NC2CCCC2)c1,31%,18%,0.7,44,-3%,6%,-1.0%,6%,i,0.2,14%
CC(C)(C)NC(=O)C1Cc2ccccc2CN1 (centres undefined),0%,6%,-0.4,46,1%,-7%,12%,-1%,i,0.4,16%
COc1ccccc1C(=O)Nc1c2c(nn1-c1cccc(C)c1C)CS(=O)C2 (centres undefined),1%,-5%,1.8,55,-8%,6%,-2.6%,7%,i,0.3,-5%
Brc1cccc(OCCOCCn2ccnc2)c1,-1%,14%,-6.5,77,-10%,-4%,0.1%,14%,i,0.0,-4%
CCC(=O)Nc1cccc(-c2ccc(N3CCC(C)CC3)nn2)c1,-1%,-11%,1.2,76,-1%,-2%,-0.4%,2%,u,x,11%
CCOc1cc(/C=C2\SC(N3CCCC(C)C3)=NC2=O)ccc1O (centres undefined),0%,1%,2.6,105,-4%,-1%,2.7%,27µM*,i,0.8,2%
C#CC1(NC(=O)NC(=O)c2c(F)cccc2F)CCCCC1,10%,-12%,1.2,58,-4%,-8%,0.7%,8%,i,0.7,8%
O=C(NCc1ccccc1)NC1(C(=O)N2CCN(c3ncccn3)CC2)CCCCC1,2%,-7%,3.8,58,-9%,1%,3.3%,6%,i,0.2,-4%
Cc1c(CCC(=O)N2CCC(C(=O)NCCCCCC(=O)O)CC2)c(=O)oc2cc3oc4c(c3cc12)CCCC4,1%,-10%,-1.4,51,-5%,17%,2.6%,10%,i,5.9,17%
c1ccc(Cc2noc(CN3CCC(CN4CCOCC4)CC3)n2)cc1,-2%,-7%,-0.2,70,-7%,-8%,-0.5%,-8%,i,0.4,-3%
Cc1ccc(-n2ncc3c(N4CCN(c5ccc(F)cc5)CC4)ncnc32)c(C)c1,6%,-7%,2.1,57,2%,-2%,-1.9%,-1%,i,2.3,14%
CCOC(=O)C1CCCCN1Cc1cccc(Oc2ccccc2)c1 (centres undefined),16%,-3%,0.4,70,-9%,2%,0.3%,0%,i,0.2,6%
CCOc1ccccc1NC(=O)c1cccc(NC(=O)C2CCCC2)c1,3%,8%,5.9,50,-8%,4%,-0.5%,9%,i,0.4,5%
O=C(NNC1=Nc2ccccc2SC1)c1cccc([N+](=O)[O-])c1,-3%,-1%,-1.2,43,-4%,3%,-1.9%,x,i,0.3,2%
O=C(N/N=C1/CC(c2ccccc2)Oc2ccccc21)C1CC1 (centres undefined),5%,-14%,0.3,53,-5%,-10%,-2.0%,1%,i,0.4,6%
CCCCOC(=O)Cn1c(-c2ccccc2)nc2ccccc2c1=O,6%,15%,3.6,24,-2%,-11%,-1.0%,6%,i,0.4,6%
N#CC(c1nc2ccccc2nc1N1CCOCC1)S(=O)(=O)c1ccccc1 (centres undefined),19%,-17%,1.2,57,-2%,6%,2.8%,15%,i,0.4,6%
Nc1nnc(N2CCc3ccccc32)s1,-10%,11%,2.7,51,-5%,-10%,-1.7%,26%,i,0.9,2%
CCc1cccc(NS(=O)(=O)c2ccc3c(c2)NC(=O)CO3)c1,-6%,12%,0.1,64,-16%,1%,-1.0%,-6%,i,2.6,-20%
CC1CCc2cc(F)ccc2N1C(=O)C12CCC(C)(C(=O)O1)C2(C)C (centres undefined),-2%,11%,-0.5,37,5%,-4%,-1.0%,x,i,0.2,-10%
COc1ccc(S(=O)(=O)N2CCCC(C(=O)N3CCN(C)CC3)C2)cc1Cl (centres undefined),0%,-3%,-0.4,62,-5%,0%,-1.5%,7%,i,1.2,-4%
O=C(NC(=S)NC1CCS(=O)(=O)C1)c1ccccc1Br (centres undefined),-5%,0%,0.6,56,-6%,-5%,-0.4%,3%,i,3.3,-13%
O=S(=O)(c1ccc(F)cc1)N1CCN(c2ccc(F)cc2)CC1,6%,0%,-0.8,41,-3%,30%,0.0%,4%,i,0.6,9%
COc1ccccc1NC(=O)CCc1nnc2ccc(N3CCN(C)CC3)nn12,7%,-4%,-1.0,59,-11%,4%,-0.9%,8%,i,4.1,9%

# Entries above containing an aryl methoxy group:
SMILES,SIAH1 antagonists,PhoP inhibition,NTR1 agonist,NTR1 agonist cell count 20 µM,LYP inhibition,GPR35 arrestin U2OS,HIV peptide binding,MgcRacGAP inhibition,Myeloid diff 2,Myeloid diff 2 GFP+ MAC1+ %,GPR55 LPI antagonism
COc1cccc(NC(=O)CSc2ccc(-c3ccco3)nn2)c1,6%,-6%,1.0,66,-5%,1%,-1.1%,14%,i,0.7,11%
COc1ccc(N2CCN(C(=O)CN3C(=O)NC4(CCCc5ccccc54)C3=O)CC2)cc1 (centres undefined),x,-5%,-1.2,62,x,x,x,19%,i,1.0,x
COc1cccc(CNC(=S)NC2CCCC2)c1,31%,18%,0.7,44,-3%,6%,-1.0%,6%,i,0.2,14%
COc1ccccc1C(=O)Nc1c2c(nn1-c1cccc(C)c1C)CS(=O)C2 (centres undefined),1%,-5%,1.8,55,-8%,6%,-2.6%,7%,i,0.3,-5%
COc1ccc(S(=O)(=O)N2CCCC(C(=O)N3CCN(C)CC3)C2)cc1Cl (centres undefined),0%,-3%,-0.4,62,-5%,0%,-1.5%,7%,i,1.2,-4%
COc1ccccc1NC(=O)CCc1nnc2ccc(N3CCN(C)CC3)nn12,7%,-4%,-1.0,59,-11%,4%,-0.9%,8%,i,4.1,9%
